Screening results (PubChem BioAssay)
Pf apPOL inh – Pf-apPOL DNA polymerase inhibition; Recombinant Pf-apPOL, molecular beacon fluorescence, 1.5 h; inhibition, % at 10 µM; 210,000 compounds, 0.25% hits
mHTT-CaM PPI inh – disrupts binding of mutant huntingtin to calmodulin. P42858. 190,000 compounds, 3.6% hits. AlphaScreen His-mHTT/GST-CaM binding, luminescence. AID 1671202. inhibition, % at 15 µM;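 note: 0% = both proteins with DMSO and 100% = one protein alone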
Starred values were filed as active, the others as inactive; nt = no result given; & = joins results of further samples. Cut-off read from the data, not from the text of the source: active = inhibition above about 50%; inactive = the rest.

SMILES	Pf apPOL inh	mHTT-CaM PPI inh
Cc1ccsc1C(O)CNS(=O)(=O)c1cccs1 (configuration not stated)	0	-11
O=S(=O)(c1cccn2cnnc12)N(Cc1cccc(F)c1)c1ccc(F)cc1	42	51*
Cn1ncc(Br)c1C(=O)Nc1cnccn1	nt	-7
CC(=O)N1CCc2cc(N=Cc3cccc([N+](=O)[O-])c3O)ccc21	-3	-4
Cc1sc(C(=O)N2CCCC2)c2ncnc(NCc3ccccc3Cl)c12	-3	5
O=C1CCCC2=C1C(c1ccc(Br)cc1)C1C(=O)c3ccccc3C1=N2 (configuration not stated)	-1	69*
CS(=O)(=O)N1CCc2ccc(C(=O)Nc3ccccc3F)cc21	-2	-6
O=C(C1=NN(Cc2ccccc2F)c2ccccc2S1(=O)=O)N1CCCCC1	-1	6
S=c1n(C2c3ccccc3Oc3ccccc32)nc(-c2ccccc2)n1-c1ccccc1	nt	-6
COc1ccc(C(=O)N2CCCCC2CCN2CCCC2)cn1 (configuration not stated)	0	7
O=c1oc2ccccc2nc1C=C(O)c1ccc(Cl)cc1	-1	6
Cc1cc(F)ccc1NC(=O)Cn1cc2c(n1)CCCCC2	1	-8
COc1ccc(-c2coc3cc4oc(=O)c5c(c4cc23)CCC5)cc1	6	5
COc1ccccc1/C=C1\C(=O)Nc2ccc(Br)cc21	3	30
CC(=O)NC1=C(N2CCN(c3ccccc3)CC2)C(=O)c2ccccc2C1=O	-7	45
O=[N+]([O-])c1ccc(-c2csc(Nc3ccc(Oc4ccccc4)cc3)n2)cc1	-2	60*
C=C[C@H](CC(C)C)N(Cc1ccccc1)S(=O)(=O)N(Cc1ccccc1)[C@H](C=C)CC(C)C	-7	-4
Cc1[nH]nc2c1C1(C(=O)Nc3ccc(Br)cc31)C(C#N)=C(N)O2 (configuration not stated)	0	4
CC1=C(C(=O)Nc2ccccc2)C(c2ccc(F)cc2)NC(=O)N1 (configuration not stated)	-2	-1
O=S1(=O)c2c(NCc3ccco3)cccc2Oc2ccccc2CN1Cc1cn(Cc2ccc(Cl)cc2)nn1	-7	9
Cc1noc(COC2CCN(S(=O)(=O)c3cccnc3)CC2)n1	0	2
Cc1ccc(CNC(=O)C2CCN(c3nccn4nc(-c5ccccc5)cc34)CC2)cc1	2	10
COc1ccc(CCn2c(SCC#N)nc3c(sc4ccccc43)c2=O)cc1OC	-1	-3
CCN1CCN(C2CCN(C(=O)c3ccccn3)CC2)C1=O	-3	0
CCCCN1C(=O)c2ccccc2CC1(C)C(=O)NCc1ccccc1C (configuration not stated)	-4	-11
COc1ccc(-c2ccc(C)cc2)cc1[C@H]1[C@H]2C=CC[C@@H](C)[C@@H]2C(=O)N1Cc1ccccc1	-4	-2
COc1ccc(/C=C2\SC(=O)N(c3ccc(C)cc3)C2=O)cc1	-5	2
O=C(Oc1nnc(SCCS(=O)(=O)c2ccc(F)cc2)n1C1Cc2ccccc2C1)c1cccs1	2&-9	nt
CN1CCN(C(=O)C2CCN(c3nc4ccc(-c5cccs5)nc4s3)CC2)CC1	-2	16
O=C(O)c1ccc(Br)s1	-5&2	-3
COc1ccc(N2C(=O)C3C4C=CC(C4)C3C2=O)cc1 (configuration not stated)	-2	-3
O=C(NCC(O)c1ccsc1)c1c(F)cccc1Cl (configuration not stated)	-4	-16
CCOc1ccc(C2CC(c3ccc(Cl)cc3)n3nnnc3N2)cc1 (configuration not stated)	5	9
COc1ccc(Cl)cc1-c1nc(C=Nc2ccc(F)cc2)c(O)o1	1	15
O=C(NCC1CCCCC1)C1CCCN(c2cnc3nccnc3c2)C1 (configuration not stated)	0	14
Cc1ccc(NC(=O)c2cc(NC(=O)c3ccco3)ccc2N2CCOCC2)cc1	4	16
Cn1c(CNc2ccc(C(=O)O)cc2)c(C#N)c2ccccc21	-4	7
COc1ccc(C(=O)N2CCCC(c3nc(-c4ccc(NC(C)=O)cc4)no3)C2)c(OC)c1 (configuration not stated)	-2	15
CCC(=O)Oc1cc2c(C(=O)OC)c(C)oc2cc1Br	-12	-19
CC(=O)c1cccc(NC(=O)C(Cc2ccc([N+](=O)[O-])cc2)N2C(=O)c3ccccc3C2=O)c1 (configuration not stated)	-10	0
O=C1OC(c2ccccc2F)=N/C1=C\c1ccc(Br)cc1	-2	-2
COc1ccc(NC(=O)c2ccc(Br)cc2)c([N+](=O)[O-])c1	-8	12
O=C(CCCc1ccccc1)N1CCN(c2ccccn2)CC1	-8	-6
O=C(Nc1c2c(nn1-c1cccc(Cl)c1)CS(=O)(=O)C2)c1ccccc1Br	-3	-6
CN(C)CCNC(=O)C1CCCN(c2ncnc3c2nc2n3CCCCC2)C1 (configuration not stated)	3	-1
Cc1ccc(CN2CCC(CNC(=O)Nc3cccc(Br)c3)CC2)cc1	-6	1
CSc1cccc(NC(=O)CN2N=NC3C(=O)N(c4ccc(F)cc4)C(=O)C32)c1 (configuration not stated)	3	9
CCN(C)C(=O)C(C1CCCC1)N1CCN(C(=O)c2ccccc2)CC1 (configuration not stated)	0	12
O=C(Cn1ccc2ccc(N3CCCCC3)nc21)NC1CCCC1	2	4
CCOCCCNC(=O)C1CC(=O)N(CCc2ccccc2)C1 (configuration not stated)	4	-5
O=C(OCc1ccccc1)Oc1cncc(C(=O)ON2C(=O)CCC2=O)c1	-3	-6
Cc1ccccc1CSCc1ccc(C(=O)N2CCC(c3ccncc3)CC2)o1	-1	58*
COc1cc2cc(OC(=O)c3ccc([N+](=O)[O-])cc3)nc(C)c2cc1OC	-6	nt
CCN(CC)c1ccc2cc(C(N)=O)c(=Nc3cccc(C#N)c3)oc2c1	0	17
Cc1ccccc1N1CCN(C(=O)c2nnn3c2COC(c2ccc(Cl)cc2)C3)CC1 (configuration not stated)	-2	4
Cc1ccc(-c2nc(C(=O)N3CCN(C4CCCCC4)CC3)cs2)n1C	-3	70*
Cc1cnc(C(=O)Nc2nn[nH]n2)cn1	3	nt
CC(=O)NC1C(Oc2ccc(C(=O)C=Cc3ccco3)cc2)OC(COC(C)=O)C(OC(C)=O)C1OC(C)=O (configuration not stated)	-3	-4
CC1CN(C)CCN1CC1CCN(C(=O)CC2CCCCC2)CC1 (configuration not stated)	-5	0
O=C(NCc1ccncc1)C1CCN(c2nccn3nc(-c4ccccc4)cc23)CC1	-1	35

Continuation:
SMILES	Pf apPOL inh	mHTT-CaM PPI inh
CCCCCCCCCCCCCCSCC(=O)O	-7	nt
CCOc1ccc(N=C2S/C(=C/c3ccc(N(C)C)cc3)C(=O)N2CC)cc1	-2	5
O=S1(=O)N[C@@H](Cc2ccccc2)COc2cc(Br)ccc21	-11	-17
COc1ccc(-c2cc3nc4c(c(=O)n3[nH]2)CNCC4)cc1	-1	-4
CCn1ccnc1N1CCN(CC(=O)NC2CCCCC2)CC1	0	-7
Cc1ccc(NC(=O)N2CCC3(CC2)Nc2cc(F)ccc2-n2cccc23)c(C)c1	0	40
CCCCCC(=O)N1C[C@@H](O)[C@H](n2cc(C3CC3)nn2)C[C@@H]1c1ccc(Cl)cc1	1	30
Cc1cc(N2CCN(C)CC2)nc2ccc(NC(=O)c3ccc(Cl)nc3)cc12	-4	8
CCC(=O)N1CCN(c2nc3c(s2)CC(C(=O)Nc2cccc(F)c2C)CC3)CC1 (configuration not stated)	-5	8
C#CCN(C)S(=O)(=O)c1ccc(F)cc1Br	-9	-18
CN(CC(=O)N1N=C(c2cccs2)CC1c1ccccc1F)C(=O)C1CCC1 (configuration not stated)	-4	19
CN(C)C(=O)c1cc2c(s1)CCC(C(=O)NCc1ccc(F)c(Cl)c1)C2 (configuration not stated)	-5	13
CCN1CCN(C(=O)c2cc(S(=O)(=O)N3CCCCC3)ccc2Cl)CC1	7	-8
COc1cccc(/C=C/c2ccncc2)c1OC	-1	-4
COc1ccc(-c2ccc(C(=O)N3CCCC(C)C3)s2)c(OC)c1OC (configuration not stated)	-2	2
O=C(C1Cc2ccccc2C1)N1CCOCC1	-8	nt
COc1ccc(Cl)cc1NC(=O)c1cnn2c3c(cnc12)CCCCCC3	1	16
Cc1ccc(/C=c2\sc3nc(-c4ccccc4)nn3c2=O)cc1	-3	5
COc1ccc2c(=O)c(Oc3cccc(C)c3)c(C(F)(F)F)oc2c1	6	-5
CC1CCN(C(=O)c2ccc(-c3nc(-c4cccc(F)c4)no3)cc2)CC1	-2	-14

Sorted by molecular weight (highest first): 20 of the compounds above.
SMILES	Pf apPOL inh	mHTT-CaM PPI inh
O=S1(=O)c2c(NCc3ccco3)cccc2Oc2ccccc2CN1Cc1cn(Cc2ccc(Cl)cc2)nn1	-7	9
C=C[C@H](CC(C)C)N(Cc1ccccc1)S(=O)(=O)N(Cc1ccccc1)[C@H](C=C)CC(C)C	-7	-4
CC(=O)c1cccc(NC(=O)C(Cc2ccc([N+](=O)[O-])cc2)N2C(=O)c3ccccc3C2=O)c1 (configuration not stated)	-10	0
COc1ccc(-c2ccc(C)cc2)cc1[C@H]1[C@H]2C=CC[C@@H](C)[C@@H]2C(=O)N1Cc1ccccc1	-4	-2
Cc1ccc(CNC(=O)C2CCN(c3nccn4nc(-c5ccccc5)cc34)CC2)cc1	2	10
CCN1CCN(C(=O)c2cc(S(=O)(=O)N3CCCCC3)ccc2Cl)CC1	7	-8
O=[N+]([O-])c1ccc(-c2csc(Nc3ccc(Oc4ccccc4)cc3)n2)cc1	-2	60*
CC(=O)NC1=C(N2CCN(c3ccccc3)CC2)C(=O)c2ccccc2C1=O	-7	45
O=S1(=O)N[C@@H](Cc2ccccc2)COc2cc(Br)ccc21	-11	-17
CCN(CC)c1ccc2cc(C(N)=O)c(=Nc3cccc(C#N)c3)oc2c1	0	17
CCN(C)C(=O)C(C1CCCC1)N1CCN(C(=O)c2ccccc2)CC1 (configuration not stated)	0	12
Cc1noc(COC2CCN(S(=O)(=O)c3cccnc3)CC2)n1	0	2
CC1CN(C)CCN1CC1CCN(C(=O)CC2CCCCC2)CC1 (configuration not stated)	-5	0
CC(=O)N1CCc2cc(N=Cc3cccc([N+](=O)[O-])c3O)ccc21	-3	-4
CCn1ccnc1N1CCN(CC(=O)NC2CCCCC2)CC1	0	-7
C#CCN(C)S(=O)(=O)c1ccc(F)cc1Br	-9	-18
Cc1ccsc1C(O)CNS(=O)(=O)c1cccs1 (configuration not stated)	0	-11
Cc1cc(F)ccc1NC(=O)Cn1cc2c(n1)CCCCC2	1	-8
O=c1oc2ccccc2nc1C=C(O)c1ccc(Cl)cc1	-1	6
COc1ccc(N2C(=O)C3C4C=CC(C4)C3C2=O)cc1 (configuration not stated)	-2	-3

(list continues)
SMILES	Pf apPOL inh	mHTT-CaM PPI inh
CCOc1cc(C=O)ccc1OCC(=O)O	-7	2
CCc1c(F)c(F)c(F)c(F)c1C(=O)O	-13	0
c1ccc(C(Sc2ccccn2)c2ccccc2)cc1	nt	-43
Cc1ccc(S(=O)(=O)Nc2cccc(C(=O)NN)c2)cc1	-2	-4
O=C(Nc1ccc(Cl)c2ncsc12)c1ccc2c(c1)OCCO2	0	-4
C/C(NCCc1ccccc1)=C(/C#N)C(N)=O	-9	-3
CCC(C)(C(=O)NC1CCCC1)N(C(C)=O)c1ccc(C)cc1 (configuration not stated)	1	-1
Cc1c(OCc2ccc(Cl)c(Cl)c2)ccc(-c2ccn[nH]2)c1O	0	nt
COc1ccc(CC(=O)c2ccc(O)c(C)c2O)cc1	-3	1
CCN(C(=O)c1coc(=O)c2ccccc12)c1cccc(Cl)c1	-2	-3
CC(O)(CNS(=O)(=O)c1cccnc1)c1cccs1 (configuration not stated)	-4	-13
CC(=O)Nc1nnc(SCC(=O)Nc2cc(Cl)ccc2C)s1	5	-4
O=C1N=C(N2CCOCC2)S/C1=C/c1ccc(Br)cc1	-2	14
Cc1ccccc1N1CCN(Cc2c[nH]c3ccccc23)CC1	-2	33
CN(Cc1ccsc1)C(=O)Nc1ccccc1F	-7	-2
O=C(Cc1ccccc1[N+](=O)[O-])NCc1ccc(Cl)cc1	-7	-1
Cc1ccc(-c2nc(C3CCCN(S(=O)(=O)c4ccc(C)cc4)C3)no2)cc1 (configuration not stated)	-2	5
CCCN(CCC)CCCNC(=O)C1CCCN(c2ncc(-c3cccc(F)c3)cn2)C1 (configuration not stated)	-6	-1
COc1cccc(C2=NN(C(=O)c3cccc(Br)c3)C(O)(C(F)(F)F)C2)c1 (configuration not stated)	0	-23
C=CCNC(=O)C(=O)NCc1ccccc1Cl	2	2
CCOc1cccc2c1OC(c1cccc(OC)c1OC)N1N=C(c3cccnc3)CC21 (configuration not stated)	-14	32
COc1ccc(C2Cn3cnc(-c4nc(-c5ccc(OC(C)C)cc5)no4)c3CO2)cc1 (configuration not stated)	-8	5
O=C1Cc2cc(NS(=O)(=O)c3ccccc3Cl)ccc2N1	-3	-17
CC(Cc1ccccc1)N1C(=O)c2cccc([N+](=O)[O-])c2C1=O (configuration not stated)	-11	7
Cc1cccc(NC(=O)C2CC(=O)N(CCc3c[nH]c4ccc(Cl)cc34)C2)c1C (configuration not stated)	7	71*
CCOc1ccc(C2CC(=O)Nc3n[nH]c(C)c32)cc1 (configuration not stated)	0	-5
CCOc1ccccc1C=C1Oc2cc(OC(C)=O)ccc2C1=O	-7	-2
CN(CCc1ccccn1)C(=O)c1cc2n(n1)C(C(F)(F)F)CC(c1ccc(Cl)cc1)N2 (configuration not stated)	3	25
COc1ccc(CC(=O)Nc2c3c(nn2-c2ccc([N+](=O)[O-])cc2)CSC3)cc1OC	-8	7
Cc1ccc(OCCSc2ncccn2)c(C)c1	-7	-62
Nc1cc(Br)cc(Br)c1	nt	-8
CCN1C(=O)C2(C(C#N)=C(N)Oc3c2oc(CO)cc3=O)c2ccccc21 (configuration not stated)	-6	-1
COc1ccc(C(C)=NNc2c([N+](=O)[O-])cc(C(F)(F)F)cc2[N+](=O)[O-])cc1CC#N	1	nt

Not all compounds are listed; rates above refer to the full screens.
